Source: PubChem (National Center for Advancing Translational Sciences (NCATS))
AMA1 RON2 block = AMA1-RON2 (P. falciparum) interaction inhibition | AlphaScreen AMA1-biotinylated RON2 peptide binding | Potency, µM (top dose mostly 58.2 µM), for the others: at the highest dose activity change, negative = inhibition, most hits filed as inhibitors | actives 0.2% (n = 360,000) | AID 720542;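 note: potency is the fitted concentration of half-maximal effect; 0% = vehicle wells and -100% = peptide control; nearly all actives have a fitted effect of over 45% in size; some results filed as inactive show a strong effect at the top dose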
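AMA1 (3D7) with his tag at 25 nM final met compounds first, then biotinylated RON2 peptide at 25 nM; detection used donor plus acceptor beads, 10 µg/mL apiece, read by AlphaScreen after 30 min at room temperature.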
LmPK inh = blocks Leishmania mexicana pyruvate kinase activity | purified LmPK, Kinase-Glo ATP luminescence, 1 h | AID 1721 | Potency, µM (doses to about 57.5 µM), for the others: top-dose activity change, negative = inhibition, usual class: inhibitors | actives 0.37% (n = 290,000) | Q27686; note: potency is the fitted concentration of half-maximal effect; % is set by controls: 0 for no effect and ±100 for the full control effect
Target sequence (Q27686 whole entry, looked up): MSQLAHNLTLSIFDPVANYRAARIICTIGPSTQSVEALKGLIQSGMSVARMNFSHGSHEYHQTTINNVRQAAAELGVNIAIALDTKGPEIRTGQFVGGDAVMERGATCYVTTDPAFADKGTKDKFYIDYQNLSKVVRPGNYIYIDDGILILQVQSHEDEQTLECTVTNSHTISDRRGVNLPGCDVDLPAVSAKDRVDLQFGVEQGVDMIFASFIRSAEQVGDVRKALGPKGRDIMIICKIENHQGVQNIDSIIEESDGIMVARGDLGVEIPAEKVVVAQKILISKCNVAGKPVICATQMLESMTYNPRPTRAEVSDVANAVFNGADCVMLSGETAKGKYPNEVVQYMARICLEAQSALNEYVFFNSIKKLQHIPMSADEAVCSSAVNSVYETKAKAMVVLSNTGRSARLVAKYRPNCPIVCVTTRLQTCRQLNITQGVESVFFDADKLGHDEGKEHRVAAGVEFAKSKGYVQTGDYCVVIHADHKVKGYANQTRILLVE
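Screened at intermediate enzyme activity to detect both inhibitors and activators: LmPK at 0.1 nM, with a 0.5 nM enzyme column as activation reference. PEP 0.5 mM, ADP 0.1 mM; ATP detected by luminescence after 1 h.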
Pf growth 96h = P. falciparum growth inhibition at 96 hour, primary screen for plastid delayed-death inhibitors | AID 504834 | P. falciparum luciferase reporter growth, 96 h | Potency, µM (highest dose often 28.7 µM), for inactives: at the top dose activity change, negative = inhibition, most hits filed as inhibitors | actives 6.9% (n = 320,000); note: potency is the fitted concentration of half-maximal effect; % is set by controls: 0 for no effect and ±100 for the full control effect
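Delayed-death screen, second-generation endpoint: infected erythrocytes, 2% hematocrit, 0.05% parasitemia final; 96 hours at 37 C, 5% CO2; luciferase detection reagent; luminescence decrease equals reduced growth.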
Shiga toxin inh = Shiga toxin inhibition; actives 9.2% (n = 290,000); inhibition, % at 38.7 µM; Vero cells, Shiga toxin protein synthesis inhibition reporter; in the data active = inhibition mostly above about 28%, no sharp cut-off; inactive = mostly below about 43%; note: 0% is about no effect
TbPYK inhibitor = T. brucei pyruvate kinase inhibition | actives 0.12% (n = 410,000) | AID 624173 | Potency, µM (series often up to 76.8 µM), for the others: top-dose activity, negative = inhibition, hits mostly inhibitors | TbPYK enzyme, Kinase-Glo Plus ATP luminescence, 45 min; note: potency is the fitted concentration of half-maximal effect; % is set by controls: 0 for no effect and ±100 for the full control effect; nearly all actives have a fitted effect of over 50% in size
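Readout: single end-point luminescence (Kinase-Glo Plus, 10 min). Reaction conditions were TbPYK/substrate plus 130 uM ADP, 45 min at RT, pH 7.2 TEA buffer. No-enzyme wells served as controls, and data were normalized before concentration-response fitting.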
Pf growth 48h = P. falciparum growth inhibition at 48 hours (one generation); P. falciparum luciferase growth in erythrocytes, 48 h; Potency, µM (highest dose often 28.7 µM), for inactives: top-dose activity change, negative = inhibition, most hits filed as inhibitors; actives 5.9% (n = 310,000); AID 504832; note: potency is the fitted concentration of half-maximal effect; % is set by controls: 0 for no effect and ±100 for the full control effect
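Compounds are pin-transferred into medium, infected erythrocytes (2% hematocrit, 0.1% parasitemia final) are added, and plates sit one parasite generation at 37 C in 5% CO2. Detection reagent is then added and luminescence measured.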
CHX counter = counter-screen for Shiga toxin inhibitors: cycloheximide protein synthesis inhibition; actives 12% (n = 300,000); cell reporter, cycloheximide protein synthesis inhibition counterscreen; max response, %; in the data active = max response mostly above about 13%, no sharp cut-off; inactive = mostly below about 14%; note: read at 38.3 µM for the half of the compounds with a filed dose; 0% is about no effect
* marks the source's active call; other numbers are inactive results; ? = inconclusive; . = not tested or not shown; + = active, no number; & = joins results of further samples; [ ] = remark or other dose. Unless noted, calls come from the whole dose curve; as a rule, active = well fitted curve in the direction sought with a large enough effect; inconclusive = small, poorly fitted or top-dose-only effect, or another doubt; inactive = no such curve, though single readings can be large; an effect the other way counts as inactive or inconclusive.

SMILES	AMA1 RON2 block	LmPK inh	Pf growth 96h	Shiga toxin inh	TbPYK inhibitor	Pf growth 48h	CHX counter
COC(=O)c1sc(C(C)(C)C)cc1CS(=O)(=O)c1ccccn1	-5%	-19%	13µM*	-2	0%	?	-2
COc1cccc(C2CC(C(F)(F)F)n3nc(C(=O)Nc4c(C)n(C)n(-c5ccccc5)c4=O)cc3N2)c1 (centres undefined)	-11%	2%	11%	-13	6%	6%	1
Cc1ccnc(SCc2cc(=O)c(OC(=O)c3ccccc3)co2)n1	2%	-2%[11.5 µM]	4%	24	2%	12%	13
COc1ccc(C(=O)NC2CC2)cc1OC1CCN(Cc2ccc(Cl)cc2)CC1	?	1%	1%	-11	-7%	?	-3
COc1ccc(NC(=O)CN2C(=O)c3ccccc3Sc3ccc(C(=O)N4CCOCC4)cc32)c(OC)c1	18%	-5%	-14%	-10	-7%&-7%	10µM*	1
O=C(CSc1nnc(-c2cccnc2)o1)Nc1ccc(Br)cc1	20%	-9%	23%	8	0%	44%[activator]	-4
Cc1ccc(N2CCCn3c2nc2c3c(=O)n(CCN3CCOCC3)c(=O)n2C)cc1	.	1%	?	9	.	3%	-2
CCCC(=O)OCC(=O)Nc1cc(Cl)ccc1[N+](=O)[O-]	-21%	5%	26%	-4	0%	17%	1
NC(=O)C1CCN(c2ncc(C(F)(F)F)cc2Cl)CC1	-11%	-1%	29%	-4	0%	5%	10
CC(C)n1cc(CNC(=O)C2CCC(=O)N(Cc3ccccc3F)C2)cn1 (centres undefined)	-10%	-10%	-19%	-1	-9%	2%	2
CN(C)C(=O)c1cc(Br)ccc1Cl	12%	2%	20%	-15	2%	.	-2
COc1ccc(CN(CC(=O)NCc2ccccc2)C(=O)CCC(=O)Nc2cc(C)ccn2)cc1	6%	-7%	37%[activator]	22	-1%	6%	-5
O=C(c1cccs1)N1CCc2c([nH]c3ccccc23)C1c1ccccn1 (centres undefined)	1%	6%	33%[activator]	-3	-2%	?	-4
C=CCn1c(O)c(C=Nc2ccc(Cc3ccncc3)cc2)c(=O)[nH]c1=S	0%	0%	22%	-12	1%	10%	-1
O=C1SCCc2c1n(Cc1ccccc1)c1ccccc21	9%	-1%	0%	11	5%	?	-5
Cc1nnsc1C(=O)N/N=C/c1ccccc1Cl	-12%	-1%	14%	28	4%	47%[activator]	-1
Cc1cc(C)c(NC(=O)CSc2nc(=O)n3cc(C)ccc3n2)c(C)c1	-1%	.	0%	.	-2%	8%	.
Cc1nc2ccc(Br)cc2c(=O)n1-c1ccc([N+](=O)[O-])c(C(F)(F)F)c1	5%	4%	124%[activator]	-11	-2%	38%[activator]	-2
O=C(CSc1nnc2n1CCCCC2)Nc1ccc(N2CCOCC2)cc1	-2%	3%	37%[activator]	11	-2%	29%	-2
CCCOc1ccc(C2=CSC3=NCCN23)cc1	-8%	1%	?	-4	-6%	?	-3
N#C/C(=C\c1ccc(O)cc1)C(=O)NCc1ccccc1	-3%	-1%	3%	-5	1%	10%	2
Cc1ccn(-c2cccc(-n3ccc(C)n3)n2)n1	15%	-2%	349%[activator]	132*	0%	352%[activator]	91*
CCn1c(SCC(N)=O)nnc1-c1cc2c(C)nn(-c3ccccc3)c2s1	2%	0%	5%[5.75 µM]	35	-21%	0%	-4
CCCC(=O)n1nc(-c2ccc(OC)cc2)nc1N	-2%	-7%	?	-2	-3%	21%	3
Cc1ccccc1OCC(=O)Nc1ccc(C(=O)Nc2ccccc2C(=O)O)cc1	-9%	-14%	?	-14	-2%	?	-5
CC(=O)c1ccc(S(=O)(=O)NCC(=O)Nc2nc3ccccc3[nH]2)cc1	53%[activator]	.	?	.	-2%	-12%	.
Cc1ccc(-n2c(O)c(C=Nc3cc(C)on3)c3ccccc3c2=O)c(C)c1	-17%	1%	?	-9	-5%	-21%	-1
O=C(NC1CCCC1)c1cc(-c2ccccc2O)on1	3%	-6%	19%	91*	-9%	-26%	34*
CCCOc1ccc(/C=c2\sc3nc(-c4ccco4)nn3c2=O)cc1OCC	-13%	1%	?	1	-2%	-2%	5
CCc1nnc2n1N=C(c1ccc(OC)cc1)CS2	-5%	-2%	?	-4	-29%	-26%	-3
[N-]=[N+]=CC(=O)C(c1ccccc1)(c1ccccc1)c1ccccc1	-17%	-1%	?	5	-8%	?	-2
CS(=O)(=O)CCC(C(=O)OCC(=O)c1ccc(Cl)cc1)N1C(=O)c2ccccc2C1=O (centres undefined)	9%	4%	-13%	-12	-8%	4%	-2
O=C(OCCCN=C1NS(=O)(=O)c2ccccc21)c1ccc([N+](=O)[O-])cc1	-9%	-2%	46%[activator]	-1	4%	46%[activator]	-1
COc1ccc2nc(SCC(=O)N(C)C3CCCCC3)[nH]c2c1	-6%[11.6 µM]	.	?	.	-2%	?	.
CC(C)Cn1c(SCc2nc3ccccc3c(=O)[nH]2)nc2ccccc2c1=O	-7%	3%	71%[activator]	-12	6%	7.4µM*	9
Cc1cccc(OP(N)(N)=O)c1C	2%	3%	7%	-10	1%	5%	0
Cc1n[nH]c(=S)n(NC(=O)CC(=O)Nn2c(=S)[nH]nc(C)c2=O)c1=O	-31%	5%	0%	-6	-1%	10%	-4
CCCNC(=O)Cn1cnc2sc(C(=O)N3CCN(c4ccc(F)cc4)CC3)c(C)c2c1=O	7%	5%	?	-17	-15%	.	-3
O=C1C2C(C(=O)N1/N=C/c1cc([N+](=O)[O-])c(O)cc1O)C1C=CC2C12CC2 (centres undefined)	36%[activator]	0%	28%	31	-4%	12%	-1
O=C(NNC(=S)NC1CCCCC1)c1ccc(Cl)s1	47%[activator]	5%	2%	39	-11%	65%[activator]	21*
COc1ccc(C)cc1NC(=O)n1ncc2c(C)cccc21	11%	3%	?	-1	1%	23%	6
O=C(NC1CCN(C(=O)Nc2ccc(F)cc2)CC1)c1ccc(F)cc1	-3%	-5%	17%	17	-1%	-3%	-10
Cc1ccc(S(=O)(=O)/N=C(\Nc2cc(C)on2)c2ccc(Cl)cc2)cc1	11%	1%	-24%	20	1%	24%	6
Cc1nc2cc(S(=O)(=O)N(C)C)ccc2n1-c1ccccc1	-2%	16%	?	14	-7%	.	-1
CCC1CCCCN1C(=O)CN1C(=O)CSC1=O (centres undefined)	6%	2%	.	33	11%	6%	-4
CC1CC(=O)N(c2ccc(C(C)C)cc2)C(=O)C1	3%	-7%	27%	3	2%	-26%	-1
O=C(Nc1ccnn1C1CCN(C(=O)c2c(F)cccc2F)CC1)C1CC1	2%	-3%	24%	3	-1%	15%	-2
O=[N+]([O-])c1ccccc1/C=N/Nc1nnc(-c2ccccc2)c(-c2ccccc2)n1	38%[activator]	1%	45%[activator]	-13	2%	34%[activator]	-7
COc1ccccc1C(=O)OCC(=O)NC12CC3CC(CC(C3)C1)C2	0%	.	125%[activator]	.	-4%	26%	.
CN1c2ccccc2C(=O)C(=C2SCCCS2)S1(=O)=O	-6%	0%	-20%	32	-5%	2%	25*
Cc1ccccc1N/C(SCc1cccc(Br)c1)=C(/C#N)C(N)=O	-4%	0%	?	-9	-1%	-29%	1
COc1ccccc1-c1nnc(SC(C)C(=O)Nc2ccc(C(N)=O)cc2)o1 (centres undefined)	15%	.	-6%	.	-13%	6%	.
CCc1ccc(/C=N/NC(=O)c2cc(C)on2)s1	5%	1%	-10%	+	-8%	31%[activator]	35*
CCN[C@@H]1C[C@H](C)S(=O)(=O)c2sc(S(N)(=O)=O)cc21	.	.	?	.	-8%	-16%	.
Cc1ccc(NC(=O)c2nc[nH]c2C(=O)N[C@@H](C)C(=O)OC(C)(C)C)cc1	94%[activator]	3%	?	-7	100%[activator]	?	-5
CCN(Cc1nc(-c2ccccc2)no1)C(=O)COc1cccc(OC)c1	15%	-1%	-5%	-10	7%	7%	5
CCOc1cc(/C=N/NC(=O)c2ccncc2)ccc1OC(=O)c1ccccc1	1%	-4%	38%[activator]	-7	1%	0%	-2
C(=N\N=C\c1cccnc1)/c1cccnc1	-4%	-1%	?	26*	0%	?	40*
CN(CC(=O)Nc1ccc(N2CCOCC2)cc1)C(=O)C12CC3CC(CC(C3)C1)C2	-20%	.	-15%	.	-25%	3%	.
CN1CCN(CC(=O)C23CC4CC(CC(C4)C2)C3)CC1	39%[activator]	0%	?	16	9%	-4%	-4

Profiles, looked up by structure. Screens in order: AMA1 RON2 block	LmPK inh	Pf growth 96h	Shiga toxin inh	TbPYK inhibitor	Pf growth 48h	CHX counter
COc1ccccc1-c1nnc(SC(C)C(=O)Nc2ccc(C(N)=O)cc2)o1 (centres undefined) as listed: 15%	.	-6%	.	-13%	6%	.
Cc1ccc(NC(=O)c2nc[nH]c2C(=O)N[C@@H](C)C(=O)OC(C)(C)C)cc1 as listed: 94%[activator]	3%	?	-7	100%[activator]	?	-5
CN1c2ccccc2C(=O)C(=C2SCCCS2)S1(=O)=O as listed: -6%	0%	-20%	32	-5%	2%	25*
CCN(Cc1nc(-c2ccccc2)no1)C(=O)COc1cccc(OC)c1 as listed: 15%	-1%	-5%	-10	7%	7%	5
C(=N\N=C\c1cccnc1)/c1cccnc1 as listed: -4%	-1%	?	26*	0%	?	40*

Next structures.
SMILES	AMA1 RON2 block	LmPK inh	Pf growth 96h	Shiga toxin inh	TbPYK inhibitor	Pf growth 48h	CHX counter
COc1ccc2cc(C#N)c(SCC(=O)NNC(=O)Cc3ccccc3)nc2c1	35%[activator]	4%	-19%	11	7%	-5%	-1
CCOc1cc(/C=C2\N=C(SCC)SC2=O)cc([N+](=O)[O-])c1OC(C)=O	-28%	-25%	52%[activator]	-26	-9%	36%	-2
COc1cc(-c2c(-c3ccc4c(c3)OCO4)noc2-c2ccsc2)ccc1F	-4%	-5%	?	18	0%	?	15*
COc1cccc(CNC(=O)c2ccc(C)c(NC3=NC4CS(=O)(=O)CC4S3)c2)c1 (centres undefined)	0%	0%	1%	11*	5%	-12%	-1
COc1nc(-c2ccncc2)nc2ccccc12	-20%	1%	?	8	-2%	?	1
Cc1[nH]n(C)c(=O)c1C(=O)c1c(-c2ccccc2Cl)noc1C	-1%	5%	?	-9	-8%	9%	-1
COc1ccc(CCn2c(=N)c(C(=O)NCC3CCCO3)cc3c(=O)n4ccccc4nc32)cc1OC (centres undefined)	1%	9%	?	9	-8%	?	13
Cc1cc(C)nc(SCNC(=O)c2ccc(F)cc2)n1	3%	-2%	3%	-4	-15%	22%	-4
CS(=O)(=O)c1cccc(C(=O)OCC(=O)c2ccc3c(c2)OCCO3)c1	17%	.	-4%	.	5%	6%	.
O=C(Nc1ccc(CN2CCOCC2)cc1)c1cccc(-c2cc3ccccc3oc2=O)c1	-14%	1%	-2%	32	-3%	?	9
CCOc1ccc(/C=N/OCC(=O)NCc2ccc3c(c2)OCO3)cc1OC	2%	-2%	-25%	-1	-7%	3%	-2
Cc1ccc(OCc2ccc(-c3ccccc3)cc2)c([N+](=O)[O-])n1	-13%	4%	19%	29	-3%	32%[activator]	25*
COC(=O)CNC(=O)c1c(-c2ccccc2Cl)noc1C	0%	3%	-22%	5	1%	-8%	1
